SKKanGAS inh: blocks kanamycin growth of S. pyogenes SKKanGAS strain; hit rate 1.3% among 300,000; BacTiter-Glo, 6 h; inhibition, % at 7.5 µM;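 active = mean replicate score, as percent of positive control median, at least 50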;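 also: strain carries kanamycin resistance gene driven by streptokinase promoter and grows in 40 µg/ml kanamycin; loss of luminescence reflects streptokinase promoter inhibition or plain growth inhibition; 0% = median of DMSO wells and 100% = positive control at its reference dose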
ANO1 block: blocks the mouse calcium-activated chloride channel TMEM16A. HEK293 TMEM16A/YFP iodide influx fluorescence, ionomycin. normalized B-score (activity score, 25-100; higher = stronger inhibition) at 10 µM. hit rate 1.2% among 310,000. Q8BHY3;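 active = ratio plate-corrected score three or more library SD toward inhibition, starting fluorescence score within five deviations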;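 also: score derived from kinetic fluorescence span divided by baseline fluorescence per well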
TRPC4 agonist: activators of mouse TRPC4 channel. B-score at 10 µM. HEK293 TRPC4beta/mu-opioid, Fluo4 calcium fluorescence; active compounds read high. hit rate 0.49% among 310,000;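 active = B-score above 5 SD of library B-scores, and initial fluorescence ratio not above library mean plus 5 SD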;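 also: positive B-score marks a calcium rise read as TRPC4 activation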
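System – HEK293 cells stably co-expressing mouse TRPC4beta and mu-opioid receptor · Signal – Fluo4 calcium-sensitive dye fluorescence, kinetic, 1 Hz baseline · Benchmarks – buffer (low) and maximal DAMGO (high) · Read-out – B score of integrated fluorescence ratio per well · Incubation – dye loading 45 min room temperature, 110 s kinetic read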
MrgX1 PAM: allosterically activates human MrgX1 receptor signaling; Q96LB2; MrgX1-HEK293, Fluo-4 calcium flux, FDSS; active compounds read high; B-score at 10 µM; hit rate 0.63% among 310,000;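 active = plate-corrected calcium response at least 3 library SD above typical, normal starting fluorescence, not activating the receptor alone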;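 also: compound read alongside a low EC10 to EC30 dose of BAM8-22 agonist; peak minus trough fluorescence over baseline measured at the second addition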
MrgX1 antagonist: blocks BAM8-22 activation of human MrgX1 receptor | Q96LB2 | MRGX1-HEK293 calcium flux, Fluo-4, BAM8-22 antagonism; active compounds read low | B-score at 10 µM | hit rate 1.3% among 310,000 | AID 588676;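 active = calcium-response B-score plate-corrected more than 3 library SD below zero, starting fluorescence within 5 deviations, no agonist response on first addition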;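 also: peak minus trough fluorescence over baseline after final BAM8-22 challenge near maximal dose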
TMEM16A act: activators or potentiators of mouse TMEM16A chloride channel | Q8BHY3 | HEK293 TMEM16A/YFP-H148Q/I152L, iodide quench fluorescence; active compounds read low | B-score at 10 µM | hit rate 0.3% among 340,000 | AID 623877;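 active = fluorescence-ratio B-score plate-corrected deviation score at least 3 library SD below zero, with starting fluorescence score within 5 deviations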;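 also: channel opened by trigger with iodide after compound preincubation; score built on the fluorescence ratio of max minus min over baseline; more negative score means more quench and so TMEM16A activation or potentiation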
TRPC4 potent: TRPC4 (mouse) allosteric potentiation; HEK293 TRPC4beta/mu-opioid, DAMGO EC20, Fluo-4 Ca2+ flux; active compounds read high; Q9QUQ5; B-score at 10 µM; hit rate 0.42% among 310,000;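 active = B-score of calcium response area above 5 SD of library B-scores, with initial fluorescence ratio within 5 SD of library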;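 also: B-score of integrated fluorescence ratio over time as area under calcium response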
TRPC6 inh: blocks the mouse TRPC6 cation channel; Q61143; HEK293-TRPC6, membrane potential dye, ACh-evoked depolarization; active compounds read low; B-score at 10 µM; hit rate 1.1% among 310,000; AID 2553;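 active = B-score under library mean minus 3 SD, initial fluorescence not abnormally high, positive integrated signal ratio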;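 also: B-score derived from integrated fluorescence ratio over the kinetic read; more negative B-score means stronger inhibition of depolarization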
Target sequence (Q61143 whole entry, looked up): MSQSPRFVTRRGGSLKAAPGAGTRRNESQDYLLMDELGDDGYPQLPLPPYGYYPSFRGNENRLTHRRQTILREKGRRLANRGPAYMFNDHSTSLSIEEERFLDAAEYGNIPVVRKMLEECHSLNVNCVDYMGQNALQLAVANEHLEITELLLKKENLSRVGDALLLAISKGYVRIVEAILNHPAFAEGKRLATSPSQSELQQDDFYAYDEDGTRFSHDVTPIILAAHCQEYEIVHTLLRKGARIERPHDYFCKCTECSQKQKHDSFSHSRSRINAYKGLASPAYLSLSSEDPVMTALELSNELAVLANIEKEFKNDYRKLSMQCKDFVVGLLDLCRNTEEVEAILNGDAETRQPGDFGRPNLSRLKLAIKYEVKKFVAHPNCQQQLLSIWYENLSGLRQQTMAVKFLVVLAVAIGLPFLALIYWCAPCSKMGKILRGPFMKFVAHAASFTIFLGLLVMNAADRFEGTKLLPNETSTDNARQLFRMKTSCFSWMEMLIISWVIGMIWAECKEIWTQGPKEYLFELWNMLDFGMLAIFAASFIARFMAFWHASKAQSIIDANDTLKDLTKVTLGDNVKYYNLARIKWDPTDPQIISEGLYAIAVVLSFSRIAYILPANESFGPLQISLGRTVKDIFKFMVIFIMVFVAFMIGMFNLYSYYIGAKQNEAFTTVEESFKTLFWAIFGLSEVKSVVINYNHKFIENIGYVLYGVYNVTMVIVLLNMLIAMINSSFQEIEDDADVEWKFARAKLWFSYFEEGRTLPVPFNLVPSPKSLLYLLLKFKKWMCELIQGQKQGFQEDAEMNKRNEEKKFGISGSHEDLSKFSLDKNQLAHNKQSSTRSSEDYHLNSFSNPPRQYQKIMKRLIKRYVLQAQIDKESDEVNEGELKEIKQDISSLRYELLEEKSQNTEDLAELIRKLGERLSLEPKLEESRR
TRPC4 inh: blocks the mouse TRPC4 cation channel; AID 2247; B-score at 10 µM; hit rate 0.39% among 300,000; HEK293 TRPC4beta/mu-opioid, DAMGO-evoked Fluo4 calcium flux; active compounds read low; Q9QUQ5;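 active = B-score over 3 SD under the library average, no early fluorescence shift, positive overall ratio signal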
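Assay system: HEK293 cells with stable TRPC4beta plus mu-opioid receptor expression. Dosing: single dose. Measured by: Fluo4 Ca2+ flux fluorescence. Also added: DAMGO in two steps, submaximal then maximal. Read-out: B score from integrated Fluo4 fluorescence ratio.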
MrgX1 ag: human MrgX1 receptor agonism, primary screen; B-score at 10 µM; hit rate 0.44% among 310,000; Q96LB2; AID 588627; MrgX1-HEK293 cells, Fluo-4 calcium fluorescence, agonist mode; active compounds read high;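 active = calcium response B-score plate-corrected fluorescence ratio at least 3 library SD, with starting fluorescence B-score inside 5 SD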
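Material: MrgX1-expressing HEK293 cells; input: 15,000 cells per well; doses: test compound given as first of three sequential additions; schedule: overnight plating before 1 h dye loading; technique: Fluo-4 NW calcium-flux fluorescence, kinetic read; evaluation: baseline-normalised fluorescence change ratio, B-scored; control set: plate-wise positive and negative controls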
TRPC6 activator: mouse TRPC6 channel activation. B-score at 10 µM. HEK293-TRPC6 membrane potential dye fluorescence; active compounds read high. hit rate 0.13% among 310,000. Q61143;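 active = B-score of the integrated fluorescence ratio above library mean plus 3 SD, and starting fluorescence ratio within library mean plus 5 SD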;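 also: higher score means more depolarization so channel activation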
* = called active by the depositor.

How did CNC(=S)NNC(=O)c1cn(C)nc1C do in these assays?
SKKanGAS inh: -1.3; ANO1 block: inactive; TRPC4 agonist: inactive; MrgX1 PAM: inactive; MrgX1 antagonist: inactive; TMEM16A act: inactive; TRPC4 potent: inactive; TRPC6 inh: inactive; TRPC4 inh: inactive; MrgX1 ag: inactive; TRPC6 activator: inactive

Results for Cc1cccc(NC(=S)NCC(c2cccnc2)N2CCOCC2)c1 (centres undefined) ?
SKKanGAS inh: 3.3; ANO1 block: inactive; TRPC4 agonist: inactive; MrgX1 PAM: inactive; MrgX1 antagonist: inactive; TMEM16A act: inactive; TRPC4 potent: inactive; TRPC6 inh: inactive; TRPC4 inh: inactive; MrgX1 ag: inactive; TRPC6 activator: inactive

What do the screens show for `CCn1nc(CC(=O)Nc2ccc(-n3cnnn3)c(OC)c2)c2ccccc2c1=O`?
SKKanGAS inh: -3.4; ANO1 block: inactive; TRPC4 agonist: inactive; MrgX1 PAM: inactive; MrgX1 antagonist: -5.23*; TMEM16A act: inactive; TRPC4 potent: inactive; TRPC6 inh: inactive; TRPC4 inh: inactive; MrgX1 ag: inactive; TRPC6 activator: inactive

What do the screens show for `CC1CCC(NC(=O)Cn2c(=O)[nH]c3ccsc3c2=O)CC1` (centres undefined)?
SKKanGAS inh: 6.1; ANO1 block: inactive; TRPC4 agonist: inactive; MrgX1 PAM: inactive; MrgX1 antagonist: inactive; TMEM16A act: inactive; TRPC4 potent: inactive; TRPC6 inh: inactive; TRPC4 inh: inactive; MrgX1 ag: inactive; TRPC6 activator: inactive

Results for CCOCC(O)CNC(=O)c1ccc2nc(Cc3ccc(OC)c(OC)c3)oc2c1 (centres undefined) ?
SKKanGAS inh: -10.8; ANO1 block: inactive; TRPC4 agonist: inactive; MrgX1 PAM: inactive; MrgX1 antagonist: inactive; TMEM16A act: inactive; TRPC4 potent: inactive; TRPC6 inh: inactive; TRPC4 inh: inactive; MrgX1 ag: inactive; TRPC6 activator: inactive

Results for CC1(C)CC(=O)C2=C(C1)Nc1ccccc1N1C(=O)c3ccccc3C21 (centres undefined) ?
SKKanGAS inh: 4.5; ANO1 block: inactive; TRPC4 agonist: inactive; MrgX1 PAM: inactive; MrgX1 antagonist: inactive; TMEM16A act: inactive; TRPC4 potent: inactive; TRPC6 inh: inactive; TRPC4 inh: inactive; MrgX1 ag: inactive; TRPC6 activator: inactive

What do the screens show for `COc1ccc(OCC(=O)Nc2ccccc2OC)cc1`?
SKKanGAS inh: -10.0; ANO1 block: inactive; TRPC4 agonist: inactive; MrgX1 PAM: inactive; MrgX1 antagonist: inactive; TMEM16A act: inactive; TRPC4 potent: inactive; TRPC6 inh: inactive; TRPC4 inh: inactive; MrgX1 ag: inactive; TRPC6 activator: inactive

Results for CCc1ccc(C(=O)NNc2cc(Cl)cc(Cl)c2)cc1 ?
SKKanGAS inh: 11.7; ANO1 block: inactive; TRPC4 agonist: inactive; MrgX1 PAM: inactive; MrgX1 antagonist: inactive; TMEM16A act: inactive; TRPC4 potent: inactive; TRPC6 inh: inactive; TRPC4 inh: inactive; MrgX1 ag: inactive; TRPC6 activator: inactive

How did CC1(C)CC(=O)CC(C)(C)N1OC(=O)c1ccncc1 do in these assays?
SKKanGAS inh: 3.7; ANO1 block: inactive; TRPC4 agonist: inactive; MrgX1 PAM: inactive; MrgX1 antagonist: inactive; TMEM16A act: inactive; TRPC4 potent: inactive; TRPC6 inh: inactive; TRPC4 inh: inactive; MrgX1 ag: inactive; TRPC6 activator: inactive

How did Cc1nnc(Sc2cc(NCCO)c([N+](=O)[O-])c3nonc23)s1 do in these assays?
SKKanGAS inh: 36.3; TRPC4 agonist: inactive; TMEM16A act: inactive; TRPC4 potent: inactive; TRPC6 inh: inactive; TRPC4 inh: inactive; TRPC6 activator: inactive

How did COc1ccc(CCNc2cc(C)[nH]c(=O)c2)cc1OC do in these assays?
SKKanGAS inh: -0.8; ANO1 block: inactive; TRPC4 agonist: inactive; MrgX1 PAM: inactive; MrgX1 antagonist: inactive; TMEM16A act: inactive; TRPC4 potent: inactive; TRPC6 inh: inactive; TRPC4 inh: inactive; MrgX1 ag: inactive; TRPC6 activator: inactive

Results for O=C(NCCS(=O)(=O)NC1CCCCC1)c1ccc2c(c1)OCO2 ?
SKKanGAS inh: -4.3; ANO1 block: inactive; TRPC4 agonist: inactive; MrgX1 PAM: inactive; MrgX1 antagonist: inactive; TMEM16A act: inactive; TRPC4 potent: inactive; TRPC6 inh: inactive; TRPC4 inh: inactive; MrgX1 ag: inactive; TRPC6 activator: inactive

Results for O=C1CC(NNc2nc3ccccc3s2)C(=O)N1c1ccccc1 (centres undefined) ?
SKKanGAS inh: 2.1; ANO1 block: inactive; TRPC4 agonist: inactive; MrgX1 PAM: inactive; MrgX1 antagonist: inactive; TMEM16A act: inactive; TRPC4 potent: inactive; TRPC6 inh: inactive; TRPC4 inh: inactive; MrgX1 ag: inactive; TRPC6 activator: inactive

What do the screens show for `O=C(COc1nc2ccccc2nc1N1CCOCC1)Nc1cccc(S(=O)(=O)N2CCCCC2)c1`?
SKKanGAS inh: 1.7; ANO1 block: inactive; TRPC4 agonist: inactive; MrgX1 PAM: inactive; MrgX1 antagonist: inactive; TMEM16A act: inactive; TRPC4 potent: inactive; TRPC6 inh: inactive; TRPC4 inh: inactive; MrgX1 ag: inactive; TRPC6 activator: inactive

How did Cc1ccc(-c2c[n+](CC(=O)N3c4ccccc4Sc4ccccc43)c3n2CCC3)cc1 do in these assays?
SKKanGAS inh: 6.4; ANO1 block: inactive; TRPC4 agonist: inactive; MrgX1 PAM: inactive; MrgX1 antagonist: inactive; TMEM16A act: inactive; TRPC4 potent: inactive; TRPC6 inh: -5.94*; TRPC4 inh: inactive; MrgX1 ag: inactive; TRPC6 activator: inactive

Results for COc1cccc(C(=O)N(CN2CCCC2=O)c2cc(C)on2)c1 ?
SKKanGAS inh: -4.9; ANO1 block: inactive; TRPC4 agonist: inactive; MrgX1 PAM: inactive; MrgX1 antagonist: inactive; TMEM16A act: inactive; TRPC4 potent: inactive; TRPC6 inh: inactive; TRPC4 inh: inactive; MrgX1 ag: inactive; TRPC6 activator: inactive

What do the screens show for `COC(=O)CCCC1=CC2=C(c3ccccc3)C(=O)C(C)(OC(=O)C3CCCC3)C(=O)C2=CN1C1CC1` (centres undefined)?
SKKanGAS inh: -0.5; ANO1 block: inactive; TRPC4 agonist: inactive; MrgX1 PAM: inactive; MrgX1 antagonist: inactive; TMEM16A act: inactive; TRPC4 potent: inactive; TRPC6 inh: inactive; TRPC4 inh: inactive; MrgX1 ag: inactive; TRPC6 activator: inactive

Results for Cc1nn(S(=O)(=O)c2cccc([N+](=O)[O-])c2)c(C)c1Br ?
ANO1 block: inactive; TRPC4 agonist: inactive; MrgX1 PAM: inactive; MrgX1 antagonist: inactive; TMEM16A act: inactive; TRPC4 potent: inactive; TRPC6 inh: inactive; TRPC4 inh: inactive; MrgX1 ag: inactive; TRPC6 activator: inactive

What do the screens show for `Cc1ccc(S(=O)(=O)Nc2ccccc2C(=O)Nc2sccc2C(=O)NN(C)C)cc1`?
SKKanGAS inh: -1.2; ANO1 block: inactive; TRPC4 agonist: inactive; MrgX1 PAM: inactive; MrgX1 antagonist: inactive; TMEM16A act: inactive; TRPC4 potent: inactive; TRPC6 inh: inactive; TRPC4 inh: inactive; MrgX1 ag: inactive; TRPC6 activator: inactive

What do the screens show for `COc1ccc(CCNC(=O)c2n[nH]c3ccccc23)cc1`?
SKKanGAS inh: -7.7; ANO1 block: inactive; TRPC4 agonist: inactive; MrgX1 PAM: inactive; MrgX1 antagonist: inactive; TMEM16A act: inactive; TRPC4 potent: inactive; TRPC6 inh: inactive; TRPC4 inh: inactive; MrgX1 ag: inactive; TRPC6 activator: inactive

Results for CC(C)(C)n1nc2c(c1NC(=O)c1ccccc1S(=O)(=O)C(F)F)CS(=O)(=O)C2 ?
SKKanGAS inh: 0.7; ANO1 block: inactive; TRPC4 agonist: inactive; MrgX1 PAM: inactive; MrgX1 antagonist: inactive; TMEM16A act: inactive; TRPC4 potent: inactive; TRPC6 inh: inactive; TRPC4 inh: inactive; MrgX1 ag: inactive; TRPC6 activator: inactive

Results for CS(=O)(=O)c1ccccc1-c1nnc(NC(=O)COc2ccc(Cl)cc2)o1 ?
SKKanGAS inh: 2.8; ANO1 block: inactive; TRPC4 agonist: inactive; MrgX1 PAM: inactive; MrgX1 antagonist: inactive; TMEM16A act: inactive; TRPC4 potent: inactive; TRPC6 inh: inactive; TRPC4 inh: inactive; MrgX1 ag: inactive; TRPC6 activator: inactive

Results for COCC(=O)Nc1cc(C(=O)NCCc2ccccc2)ccc1Cl ?
SKKanGAS inh: -1.8; ANO1 block: inactive; TRPC4 agonist: inactive; MrgX1 PAM: inactive; MrgX1 antagonist: inactive; TMEM16A act: inactive; TRPC4 potent: inactive; TRPC6 inh: inactive; TRPC4 inh: inactive; MrgX1 ag: inactive; TRPC6 activator: inactive

How did C/C(=N\NC(=O)c1sccc1-n1cccc1)c1cccs1 do in these assays?
SKKanGAS inh: -18.6; ANO1 block: inactive; TRPC4 agonist: inactive; MrgX1 PAM: inactive; MrgX1 antagonist: inactive; TMEM16A act: inactive; TRPC4 potent: inactive; TRPC6 inh: inactive; TRPC4 inh: inactive; MrgX1 ag: inactive; TRPC6 activator: inactive

Results for Cc1cc2ccccc2n1CCNC(=O)C1CC1 ?
SKKanGAS inh: -4.2; ANO1 block: inactive; TRPC4 agonist: inactive; MrgX1 PAM: inactive; MrgX1 antagonist: -5.99*; TMEM16A act: inactive; TRPC4 potent: inactive; TRPC6 inh: inactive; TRPC4 inh: inactive; MrgX1 ag: inactive; TRPC6 activator: inactive

How did NC(=O)c1ccccc1NC(=O)NC1CCCCC1 do in these assays?
SKKanGAS inh: -2.5; ANO1 block: inactive; TRPC4 agonist: inactive; MrgX1 PAM: inactive; MrgX1 antagonist: inactive; TMEM16A act: inactive; TRPC4 potent: inactive; TRPC6 inh: inactive; TRPC4 inh: inactive; MrgX1 ag: inactive; TRPC6 activator: inactive

Bioassay records deposited in PubChem BioAssay by several laboratories.
